# Fam108B counter – counter-screen for RBBP9 inhibitors: inhibitors of mouse Fam108B. recombinant Fam108B, FP-Rh probe fluorescence polarization. AID 1947. inhibition, % at 9.51 µM. actives 0.33% (n = 300,000);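 active means inhibition above the screen mean inhibition plus 3 SD, computed separately per campaign, cut at about 18% in these data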;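 further: inhibitors lower polarization as less probe binds the enzyme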
# BCLXL inh – blocks human Bcl-xL binding to Bim BH3 peptide | GST-Bcl-xL / FITC-Bim BH3 peptide fluorescence polarization | actives 0.7% (n = 320,000) | inhibition, % at 10.9 µM | AID 2129 | Q07817;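 active means inhibition above the mean of all tested compounds plus 3 SD, cutoff set per campaign, cut at about 30% in these data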;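 further: 0% = DMSO wells and 100% = unlabeled Bim-BH3 peptide competitor; inhibitors lower millipolarization by displacing the labeled peptide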
# Target sequence (Q07817 whole entry, looked up): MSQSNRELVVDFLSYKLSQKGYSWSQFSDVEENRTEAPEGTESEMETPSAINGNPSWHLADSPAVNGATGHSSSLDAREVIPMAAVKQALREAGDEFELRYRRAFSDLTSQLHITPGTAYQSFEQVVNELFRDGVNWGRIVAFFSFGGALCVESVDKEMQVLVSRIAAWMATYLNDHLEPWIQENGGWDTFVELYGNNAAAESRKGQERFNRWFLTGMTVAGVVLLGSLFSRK
# Efflux pump inh – blocks antifungal efflux pumps in multiplex yeast assay; S. cerevisiae Candida pump triplex, Nile Red efflux; inhibition, % at 10 µM; actives 0.44% (n = 330,000);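 active means plate passing quality check with inhibition over a set limit, or well fluorescence over plate mean plus 4 SD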;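 further: Nile Red retained in pooled yeast measured as flow cytometry median fluorescence; 0% = buffer negative control and 100% = Enniatin B positive control; higher means more Nile Red kept so more efflux inhibition; some compounds called inactive have numbers as strong as hits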
# MCL1 BIM primary – inhibitors of human MCL1 binding to BIM-BH3 peptide. Q07820. GST-MCL1 / FITC-Bim-BH3 fluorescence polarization. inhibition, % at 10.9 µM. actives 0.68% (n = 320,000);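 active means inhibition above the mean inhibition of all tested compounds plus 3 SD, set per campaign, cut at about 40% in these data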;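 further: 0% = DMSO wells and 100% = unlabeled Bim-BH3 peptide control; higher means more loss of mP so more displacement of Bim peptide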
# MEX-5 binding – C. elegans MEX-5 TCR-2 RNA binding activity | Q9XUB2 | MEX-5/FITC-TCR2 RNA binding, fluorescence polarization; hits give low values | activity score (negative = inhibition of binding), % at 10 µM | actives 0.38% (n = 300,000);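 active means inhibition past about -25% in most replicates, and total fluorescence under double the plate's negative control median, limit read from the data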;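 further: 0% = DMSO and -100% = 5 µM competing unlabeled TCR2 RNA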
# PME-1 primary – PME-1 (human) inhibition; Q9Y570; recombinant PME-1, FP-Rh probe fluorescence polarization; inhibition, % at 5.9 µM; actives 0.53% (n = 320,000);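 active means inhibition above the campaign mean of all compounds plus 3 SD, cut at about 26% in these data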;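 further: competitive labeling of PME-1 active site by serine hydrolase directed probe; 0% = PME-1 with DMSO and 100% = wells lacking PME-1 enzyme; inhibitors block probe labeling so polarization falls and inhibition rises; many of its hits are not listed in these tables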
# Target sequence (Q9Y570 whole entry, looked up): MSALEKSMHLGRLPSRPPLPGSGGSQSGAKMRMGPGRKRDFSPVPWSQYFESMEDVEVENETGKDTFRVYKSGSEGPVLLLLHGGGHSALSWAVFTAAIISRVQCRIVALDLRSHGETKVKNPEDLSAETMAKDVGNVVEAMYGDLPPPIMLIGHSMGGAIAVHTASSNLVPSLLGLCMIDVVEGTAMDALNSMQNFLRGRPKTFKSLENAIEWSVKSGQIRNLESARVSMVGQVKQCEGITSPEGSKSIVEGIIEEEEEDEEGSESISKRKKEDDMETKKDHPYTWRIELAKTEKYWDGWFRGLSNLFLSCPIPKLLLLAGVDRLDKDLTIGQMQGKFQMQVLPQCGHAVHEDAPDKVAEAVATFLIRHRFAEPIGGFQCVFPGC
# GLD-1 TGE inh – GLD-1-TGE RNA interaction inhibition (C. elegans). actives 0.44% (n = 320,000). Q17339. purified GLD-1 + fluorescein TGE RNA, fluorescence polarization. inhibition, % at 5.96 µM. AID 2280;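 active means percent inhibition above a per-plate cutoff, the plate mean of test compounds plus 3 SD, cut at about 30% in these data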;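 further: 0% = DMSO wells with GLD-1 and probe and 100% = wells lacking GLD-1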
# Target sequence (Q17339 whole entry, looked up): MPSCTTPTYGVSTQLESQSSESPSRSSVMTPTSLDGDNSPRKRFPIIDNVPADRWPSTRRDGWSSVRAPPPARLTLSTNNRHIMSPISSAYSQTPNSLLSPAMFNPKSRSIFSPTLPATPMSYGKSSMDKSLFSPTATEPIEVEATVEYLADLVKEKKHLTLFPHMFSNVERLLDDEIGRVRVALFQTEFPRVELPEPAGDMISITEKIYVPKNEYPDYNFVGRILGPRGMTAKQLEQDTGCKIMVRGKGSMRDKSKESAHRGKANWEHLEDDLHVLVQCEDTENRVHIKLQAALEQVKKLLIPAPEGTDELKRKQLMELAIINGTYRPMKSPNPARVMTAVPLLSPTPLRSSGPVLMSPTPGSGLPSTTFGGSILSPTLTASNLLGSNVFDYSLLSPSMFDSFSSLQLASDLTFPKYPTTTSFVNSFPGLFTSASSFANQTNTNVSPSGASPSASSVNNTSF
# GRK2 inh – blocks RNA aptamer binding to human GRK2; P25098; bead flow cytometry, FAM-aptamer displacement from GRK2; inhibition of aptamer binding, % at 10 µM; actives 0.59% (n = 330,000); AID 488847;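 active means inhibition of aptamer binding above 40%, roughly 3 SD of noise, on plates passing a quality check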;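 further: median bead fluorescence of bound FAM aptamer so fluorescent compounds give negative values; no value below 0 was filed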
# VLA-4 inh – inhibition in a human VLA-4 binding assay; VLA-4 expressing cells, ligand binding flow cytometry; actives 0.2% (n = 330,000); inhibition, % (about 7 µM as worked out from the volumes in the protocol); in the data active means inhibition above about 50%
# An asterisk follows results filed as active; . = not tested or not shown. A portion of the library; rates above refer to the full screens.
no.	compound	VLA-4 inh	MEX-5 binding	GRK2 inh	GLD-1 TGE inh	PME-1 primary	BCLXL inh	Efflux pump inh	MCL1 BIM primary	Fam108B counter
1	COc1cc([N+](=O)[O-])ccc1NC(=O)Nc1nc2c(s1)CCCC2	19	-1.4	1	4	6	3	-0.2	4	-1
2	Cc1ccc(-n2nnc3c(=O)n(Cc4cccc(C)c4)cnc32)cc1	-1	-2.0	3	0	-7	1	0.3	-3	0
3	Cn1c(SCC(=O)NC(C)(C)C)nnc1-c1ccc(C(C)(C)C)cc1	2	-1.0	1	-2	-1	-5	0.0	-3	1
4	CCN1CCN(c2nc(-c3cccnc3)nc3ccccc23)CC1	7	-0.6	0	0	4	7	-0.1	4	-2
5	O=S1(=O)N=C(SCCO)c2ccccc21	19	-4.8	2	0	-4	5	0.0	6	-4
6	CC(=O)n1c2c(c3ccccc31)OC(N)=C(C#N)C2c1cccc(Cl)c1Cl (stereo not given)	22	-2.1	0	-10	5	-15	0.1	-31	-4
7	Brc1ccc(OCCCN2CCOCC2)cc1	14	1.6	0	2	-10	3	-0.1	2	-4
8	O=C(c1cc(C2CC2)nn1-c1ccccc1)N1CCN(S(=O)(=O)c2cccc(F)c2)CC1	9	.	4	4	2	-9	-0.2	-15	.
9	CCC(=O)N1CCCc2cc(S(=O)(=O)N3CCC(N4CCCCC4)CC3)ccc21	-4	0.9	4	-6	-8	9	0.0	9	1
10	O=C(NCc1ccccc1OC(F)(F)F)C1CCC(=O)N(CCc2ccccn2)C1 (stereo not given)	0	-0.3	0	-1	2	1	-0.1	3	-2
11	Cc1ccc(CCC(=O)Nc2ccc(C)c(C)c2)o1	7	-2.1	2	4	-6	8	0.3	4	-2
12	CC(C)[C@H](NC(=O)N1c2ccccc2NC(=O)[C@@H]1C(C)C)C(=O)N[C@@H](C(=O)O)c1ccccc1	29	0.5	0	1	12	-1	0.2	2	3
13	Cc1nnc(-c2ccccc2)nc1N1CCOCC1	0	0.1	0	3	-6	2	0.0	-3	4
14	Nc1nnc(-c2ccccc2)c(-c2ccccc2)n1	3	-1.5	1	-11	4	4	0.2	2	2
15	CCOC(=O)c1c(NC(=O)c2nc3n(n2)C(C(F)F)CC(C)N3)sc2c1CCCC2 (stereo not given)	7	-1.1	3	-2	-2	-4	-0.1	-7	-8
16	CC1CCN(C(=S)Nc2ccc3nc4n(c(=O)c3c2)CCCCC4)CC1	25	0.8	2	2	1	0	-0.2	1	2
17	COc1ccccc1N(C)S(=O)(=O)c1ccc(C(=O)O)cc1	-19	-0.3	0	3	0	6	-0.1	4	-2
18	CC/C(=N\NC(=O)Cc1ccc(Br)cc1)c1cccs1	1	-2.4	0	.	.	.	-0.2	.	.
19	C#CCOCCOCCOCCNc1nc(N2CCN(C(=O)[C@H](CCCN=C(N)N)n3cc(C(N)[C@H](C)CC)nn3)CC2)nc(N2CCN(C(=O)[C@H](CC(N)=O)n3cc(C(N)[C@@H](C)CC)nn3)CC2)n1 (stereo not given in full)	-27	.	0	-2	.	.	-0.2	.	.
20	Fc1ccc(-c2nnc(SCc3ncc(-c4ccccc4)o3)n2CC2CCCO2)cc1 (stereo not given)	-1	0.5	0	-3	4	4	0.0	0	-2
21	Cc1ccc(C(=O)OCC(=O)Nc2sc3c(c2C#N)CCCC3)cc1NC(=O)c1ccco1	2	3.5	0	3	-24	3	-0.1	7	-6
22	CC1CCN(c2ccc3c(c2)S(=O)(=O)c2cccc(C(=O)NCc4ccc(F)cc4)c2C3=O)CC1	-29	.	4	-30	-69	15	-0.2	19	.
23	Cc1cc(-c2ccccc2)n2ncc(C#N)c2n1	-4	1.2	1	2	3	5	-0.1	10	6
24	CC1CCCC(NC(=O)COC(=O)[C@@H]2CC(O)CN2S(=O)(=O)c2ccc3c(c2)OCCO3)C1C (stereo not given in full)	10	-1.7	3	2	-4	-13	0.1	-36	-4
25	Cc1cc(NC(=O)CCC(=O)N(C(C(=O)NC(C)(C)C)c2ccccc2Cl)C(C)(C)C)no1 (stereo not given)	10	-0.3	1	-4	1	2	-0.2	-4	0

# (next part)
no.	compound	VLA-4 inh	MEX-5 binding	GRK2 inh	GLD-1 TGE inh	PME-1 primary	BCLXL inh	Efflux pump inh	MCL1 BIM primary	Fam108B counter
26	COc1ccc(NC(=O)CS(=O)(=O)c2ccccc2)cc1	12	0.3	3	-2	-6	0	-0.1	8	4
27	O=C(CSc1nc2ccccc2n1-c1ccccc1)NCC1CCCO1 (stereo not given)	7	1.2	2	3	2	7	-0.1	-2	1
28	CCCCn1c(N)c(N(CCOC)C(=O)c2cc3c(s2)CCCCC3)c(=O)[nH]c1=O	-6	-2.5	3	-4	-3	-2	0.0	-6	-3
29	Cc1ccc(C(=O)OCC(=O)NC(=O)c2cccn2C)cc1	0	0.5	0	5	-2	1	0.0	3	1
30	O=C(CNc1cc(S(=O)(=O)N2CCCC2)ccc1OCC(F)(F)F)Nc1ccc(SC(F)F)cc1	9	-1.0	1	-2	4	-2	-0.2	-7	-7
31	O=C1N(Cc2ccccc2)CCCC12CCCN(Cc1ccccc1)C2=O	3	2.5	2	8	0	-2	-0.1	0	-1
32	CC(C)(C)C1CCC(=NNC(=O)c2cc(-c3ccccc3)n[nH]2)CC1 (stereo not given)	20	0.5	3	1	-11	-2	0.3	-1	1
33	Cc1cc(C)n(-c2nc(NC(C)C)nc(NC(C)C)n2)n1	57*	1.2	0	8	-3	-3	-0.3	1	0
34	O=C(NCc1ccccc1Cl)C1CCN(S(=O)(=O)c2ccc(N3CCCC3=O)cc2)CC1	18	1.0	1	6	-5	5	-0.1	4	0
35	CC(=O)c1cccc(NC(=O)c2ccc(N(Cc3ccccc3C)S(C)(=O)=O)cc2)c1	24	0.0	0	2	-13	5	0.1	3	-11
36	CCn1c(SCC(=O)N2CCOCC2)nnc1-c1cccs1	-6	-1.9	0	0	-6	4	0.2	6	-2
37	COc1ccc([N+](=O)[O-])cc1NC(=O)c1ccc(CN(c2ccc(C)c(C)c2)S(C)(=O)=O)cc1	29	1.6	2	0	-2	2	-0.1	1	-3
38	Oc1ccccc1-c1csc(-c2ccccc2)n1	3	0.1	1	4	-1	4	0.2	9	-4
39	CC(C)CNC(=O)c1cc([N+](=O)[O-])ccc1N1CCCCC1	-1	1.0	0	4	7	4	0.1	8	8
40	COC(=O)c1ccc(C(C(=O)NC2CCCCC2)N(Cc2ccc(F)cc2)C(=O)Cc2cccs2)cc1 (stereo not given)	6	0.1	2	-1	2	0	0.8	-2	4
41	CCCOc1cccc(C2C(C(=O)c3cc4ccccc4o3)=C(O)C(=O)N2c2cc(C)on2)c1 (stereo not given)	-3	.	15	-2	6	-2	0.4	-2	1
42	CC(=O)c1cccc(CN2CCCC(CCC(=O)NCc3ccc(F)c(F)c3)C2)c1 (stereo not given)	5	0.1	0	5	4	1	0.0	1	1
43	Cc1cc(S(=O)(=O)N2CCN(c3ccccc3C)CC2)ccc1F	-2	1.9	1	-1	-3	-3	-0.1	-5	3
44	O=C(O)c1cc(NS(=O)(=O)c2ccc(NC3CCCCC3)c([N+](=O)[O-])c2)cc(C(=O)O)c1	15	-1.7	0	1	-2	2	0.0	10	0
45	COc1ccc(CNC(=O)C2CCC(CNC(=O)[C@@H]3Cc4ccccc4CN3)CC2)cc1 (stereo not given in full)	5	1.6	0	-5	-9	-4	0.0	-2	-7
46	Cc1ccc(S(=O)(=O)N2CCOCC2)cc1C(=O)Nc1ccc(-c2cn3ccsc3n2)cc1	-14	-3.2	0	-2	-7	4	0.1	-6	1
47	O=C(Oc1ccc(F)cc1C(=O)/C=C/c1cccs1)c1cccc([N+](=O)[O-])c1	50*	1.4	5	0	-6	-5	-0.1	-7	-8
48	CCNC(=S)/N=C(\N)Nc1nc(C)c2cc(C)ccc2n1	-2	5.5	0	-9	-2	4	0.1	-8	-8
49	CCCN(CCC)CC(O)Cn1c2ccccc2c2ccccc21 (stereo not given)	11	1.0	1	5	3	2	0.1	3	1
50	C=CCn1c(SC(C)C(=O)NCc2ccc3c(c2)OCO3)nnc1C1CCCCC1 (stereo not given)	17	2.0	1	0	1	3	0.1	2	-4

# Continuation:
no.	compound	VLA-4 inh	MEX-5 binding	GRK2 inh	GLD-1 TGE inh	PME-1 primary	BCLXL inh	Efflux pump inh	MCL1 BIM primary	Fam108B counter
51	CCOC(=O)Cn1c(N2CCOCC2)nc2c1c(=O)[nH]c(=O)n2C	12	1.1	0	7	-1	6	-0.1	1	0
52	O=C1c2ccccc2-c2ccc(C(=O)N3CCOCC3)cc21	-8	2.7	0	6	-2	1	-0.1	3	0
53	CS(=O)(=O)N(CC(=O)NCCc1ccccc1)C1CCCCC1	6	0.7	6	-4	0	-1	1.1	4	-1
54	Cn1ccc2cc(-c3ccc4ncnc(NCc5cccs5)c4c3)ccc21	-3	.	1	14	.	.	-0.3	.	.
55	Cc1ccc(/C=N/N=C2/NC(=O)C(CC(=O)Nc3ccc(Cl)cc3)S2)o1 (stereo not given)	-5	-0.6	2	4	-2	4	-0.5	3	1
56	Cc1ccc(CN2CCCN(Cc3c(C)cc(C)cc3C)S2(=O)=O)cc1	-16	0.2	2	2	-2	5	0.0	7	0
57	CCC(C)(C)n1nnnc1C(c1cccs1)N1CCN(Cc2ccccc2)CC1 (stereo not given)	19	2.7	0	9	-1	3	0.1	2	5
58	Cc1ccc(-n2cc(C(C)(C)C)[nH]c2=S)cc1	17	1.6	3	3	-1	-20	0.2	-6	1
59	Cc1ccc(S(=O)(=O)NNC(=O)c2ccccc2O)cc1	-23	-0.1	0	0	-3	16	-0.2	44*	3
60	O=C(N/N=C/c1ccc(-c2ccccc2[N+](=O)[O-])o1)c1cncc(Br)c1	7	-1.1	1	7	12	23	0.0	19	6
61	COc1ccc(OC)c(S(=O)(=O)Nc2ccccc2O)c1	-7	-1.3	0	7	-1	5	0.0	3	0
62	COc1ccc(NC(=O)CSc2nccn2C)c([N+](=O)[O-])c1	1	1.5	4	6	-2	1	0.0	-5	3
63	CC(=O)N1CCN(c2ccc(NCc3ccccc3)cc2)CC1	6	0.4	1	8	3	15	0.0	15	-3
64	CN(C)NC1CC(=O)N(c2ccccc2)C1=O (stereo not given)	-7	0.5	4	-3	-5	6	-0.2	-3	1
65	Cc1ccccc1CS(=O)(=O)c1cn(CC(=O)N2CCOCC2)c2ccccc12	-9	2.7	1	8	1	-5	0.1	-3	0
66	COc1ccccc1OCC(=O)Nc1ccccc1C(=O)Nc1cccc(C(=O)O)c1	7	1.0	0	6	-4	-2	0.1	-5	-2
67	Cc1ccc(NCc2nc3ccccc3n2C)cc1C	11	6.9	.	-8	8	2	0.3	6	5
68	CC(=O)c1cccc(N(CC(=O)Nc2cc(C)cc(C)c2)S(C)(=O)=O)c1	5	-1.3	0	-3	2	0	-0.1	-3	5
69	CCOC(=O)N1CCN(C(=O)CSCC(=O)Nc2nc(-c3ccc4c(c3)OCO4)cs2)CC1	-246	.	1	4	4	0	0.2	0	0
70	CCOc1ccc(S(=O)(=O)NCCc2cn3ccccc3n2)cc1	2	0.9	8	3	-2	-1	0.0	-5	8
71	CSc1ncccc1C(=O)OCC(=O)Nc1ccc(S(=O)(=O)N2CCCC2)cc1	43	3.5	0	0	6	5	0.2	2	-1
72	N=c1sccn1CC(=O)Nc1ccc(Cl)cc1[N+](=O)[O-]	-4	-4.0	0	7	1	-10	-0.1	-11	6
